High-throughput results from PubChem BioAssay.
MCF10A rerep: DNA re-replication induction in MCF 10a cells; 350,000 compounds, 2.9% hits; AID 624296; Potency, µM (top dose mostly 46.1 µM), for the others: at the highest dose activity, positive = re-replication, usual class: activators; MCF 10A DNA re-replication, Hoechst nuclear intensity, 48 h; also: potency is read from the fitted curve at half-maximal effect; % of control where 0% means no effect; nearly all actives have a fitted effect of over 50% in size
HepG2 tox: HepG2 cytotoxicity, counter-screen for TGF-b inhibitors. HepG2 CAGA-GFP viability, ATP luminescence, 18 h. AID 588856. 410,000 compounds, 0.76% hits. Potency, µM (titrated, usually from 46.1 µM), for the others: at the highest dose activity change, negative = cytotoxicity, most hits filed as cytotoxic; also: potency is read from the fitted curve at half-maximal effect; some results filed as inactive show a strong effect at the top dose
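CellTiter-Glo luminescence gave cytotoxicity after 18 hours at 37 degrees C. The cells were HepG2 CAGA-GFP in 1% FBS DMEM, stimulated with 500 pg/mL TGF-beta after compound addition. %Activity was normalised to no-cell wells (complete cell-killing) and DMSO (no toxicity), and curves were fitted and classified.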
ATXN viability: reduces viability in counter-screen for ATXN expression inhibitors | S2 cells (HEK-293 line with an ATXN2-luciferase reporter) viability, CellTiter-Fluor protease fluorescence, 24 h | Potency, µM (top dose mostly 56.7 µM), most hits filed as cytotoxic | 400,000 compounds, 0.49% hits | AID 651635; also: potency is read from the fitted curve at half-maximal effect; nearly all actives have a fitted effect of over 40% in size
IL1B secr inh: blocks inflammasome-driven IL-1 beta release. THP-1 LPS/ATP IL-1B secretion, AlphaLISA, 16 h; stronger effect = lower value. activity change, % at 57.5 µM. 360,000 compounds, 4.7% hits; in the data active = activity change below about -50%; inconclusive = mostly about -30% to -49%; also: % is scaled to controls: 0 for no effect and ±100 for the full control effect
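Secreted IL-1B measured by AlphaLISA bead assay after 16 h compound exposure of THP-1 cells; compounds (final up to 57.5 uM) added 1 h before LPS (250 ng/mL) and ATP (1.25 mM) stimulation; lower signal means less secretion.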
Nrf2 activator: activators of Nrf2 (ARE) signaling; AREc32 ARE-luciferase reporter (MCF7-derived line), luminescence, 24 h; Potency, µM (series often up to 46.1 µM), for the others: at the top dose activation, hits mostly activators; 410,000 compounds, 0.31% hits; AID 624171; also: potency is read from the fitted curve at half-maximal effect; % of control where 0% means no effect; nearly all actives have a fitted effect of over 65% in size
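Nrf2 activation is followed as ARE-luciferase induction in the AREc32 line after one day of compound treatment; luminescence is read with Steady-Glo.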
ATXN2 expr inh: inhibitors of ATXN2 expression. HEK-293 ATXN2-luciferase reporter, luminescence, 24 h. Potency, µM (highest dose often 57 µM), for the others: at the highest dose activity change, negative = inhibition, usual class: inhibitors. AID 1745845. 360,000 compounds, 0.72% hits; also: potency is read from the fitted curve at half-maximal effect; % is scaled to controls: 0 for no effect and ±100 for the full control effect; nearly all actives have a fitted effect of over 55% in size
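qHTS (up to 57 uM final) was run with 24 h compound exposure of reporter cells at 37 °C. Each well was multiplexed: SteadyGlo luminescence measured ATXN2-luciferase expression after a fluorogenic Gly-Phe-AFC viability readout (25 uM final).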
Nrf2 inh: inhibitors of Nrf2 signaling; A549 ARE-Fluc reporter, luciferase luminescence, 18-24 h; Potency, µM (doses to about 46 µM), inactives show at the highest dose activity change, negative = inhibition, hits mostly inhibitors; 360,000 compounds, 2.1% hits; also: potency is read from the fitted curve at half-maximal effect; % is scaled to controls: 0 for no effect and ±100 for the full control effect; nearly all actives have a fitted effect of over 60% in size
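Nrf2 function is reported as luminescence of an ARE-controlled luciferase in A549 cells. Compounds were tested at several concentrations, and a CellTiter-Fluor read on the same wells flagged cytotoxicity.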
TGFb inhibitor: blocks TGF-b signaling; HepG2 CAGA-GFP TGF-b/SMAD3 reporter, GFP fluorescence, 18 h; TGF-beta stimulated, 500 pg/mL final; Potency, µM (doses to about 46.1 µM), without a hit: top-dose activity, negative = inhibition, hits mostly inhibitors; 410,000 compounds, 1.2% hits; AID 588855; also: potency is read from the fitted curve at half-maximal effect; % is scaled to controls: 0 for no effect and ±100 for the full control effect; nearly all actives have a fitted effect of over 65% in size
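GFP signal (ex488/em500-530) from TGF-beta-stimulated HEPG2 CAGA-GFP cells, 500 pg/mL final, 18 h at 37 degrees C in DMEM plus 1% FBS, normalized to unstimulated and DMSO-stimulated controls.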
A549 viability: counter-screen for Nrf2 inhibitors: cytotoxicity in A549 cells. A549 ARE-Fluc cells, CellTiter-Fluor viability, 18-24 h. Potency, µM (titrated, usually from 46 µM), for inactives: top-dose activity change, negative = cytotoxicity, hits mostly inhibitors. 390,000 compounds, 0.16% hits. AID 504648; also: potency is read from the fitted curve at half-maximal effect; % is scaled to controls: 0 for no effect and ±100 for the full control effect
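Cytotoxicity counterscreen: CellTiter-Fluor fluorescence was measured in A549 ARE_Fluc cells after 18-24 h of compound exposure in a concentration series. The subsequent BugLite luminescent read reports ARE-luciferase activity.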
* = called active by the depositor; i = inactive; u = inconclusive; x = not tested or not shown; [ ] = dose if it differs, or a comment. Unless noted, calls follow the shape of the dose curve; as a rule, active = well fitted curve in the direction sought with a large enough effect; inconclusive = small, poorly fitted or top-dose-only effect, or another doubt; inactive = no such curve, though single readings can be large; an effect the other way counts as inactive or inconclusive.

SMILES	MCF10A rerep	HepG2 tox	ATXN viability	IL1B secr inh	Nrf2 activator	ATXN2 expr inh	Nrf2 inh	TGFb inhibitor	A549 viability
CSC(C(=O)c1cc2ccccc2o1)c1ccccc1 (stereo not given)	3.9%	2.3%	i	8.6	5.2%	32.1%[activator]	u	-1.0%	1.3%
O=C(NC(=C(Cl)Cl)S(=O)(=O)c1ccc(Cl)cc1)c1ccccc1	u	-38.2%	u	-92.9*	u	u	u	u	u
CCOC(=O)c1ccc(NS(=O)(=O)c2ccc3c(c2)oc(=O)n3C)cc1	1.4%	-9.5%	i	7.8	-0.7%	-1.6%	u	-1.5%	-11.7%
CCOC(=O)c1ccc(NC(=O)Nc2cc3c(cc2N2CCCC2)n(C)c(=O)n3C)cc1	x	-23.7%	u	x	7.2%	u	u	u	-1.1%
O=C(CSc1nnc2ccc(-c3cccnc3)nn12)Nc1ccc(F)cc1	0.1%	-0.3%	i	20.1	2.5%	16.4%	-5.3%	4.2%	0.0%
Cc1noc(C)c1COc1cccc(C(=O)N2CCN(C/C=C/c3ccccc3)CC2)c1	9.1%	-21.7%	u	-14.2	0.4%	u	-27.7%	9.5%	-4.1%
Fc1ccc(OCc2cc(-c3ccccc3)no2)cc1	-9.6%	1.9%	i	-4.9	4.4%	x	17.4%	0.4%	-0.8%
COc1cc(NC(=O)CC(C)C)ccc1NC(=O)c1ccco1	-1.9%	3.1%	i	-17.1	-0.1%	61.5%[activator]	15.0%	13.4%	-7.9%
CC(=O)N1CCN(C(=O)c2ccc(NS(=O)(=O)c3ccc4[nH]c(=O)[nH]c4c3)cc2)CC1	u	-12.7%	i	-17.0	0.8%	-18.7%	4.4%	1.9%	2.0%
O=C(c1cccc(Br)c1)N1CCN(c2ccc(N3CCOCC3)nn2)CC1	4.3%	4.7%	i	-6.0	-0.3%	-8.2%	2.8%	7.8%	1.5%
O=C(COc1ccc(F)cc1Br)NCCCN1CCCC1=O	-5.1%	-4.2%	i	-4.0	1.3%	-2.7%	-17.6%	-8.5%	0.5%
C[C@@H]1CN([C@H](C)CO)C(=O)CCCn2cc(nn2)CO[C@H]1CN(C)S(=O)(=O)c1ccccc1	x	4.8%	i	16.2	0.1%	13.3%	x	8.1%	x
COCCNC(=O)Cn1c(=O)c2cccn2c2ccc(F)cc21	x	-24.7%	x	x	0.8%	x	-14.0%	-12.3%	-8.1%
COc1ccccc1C(=O)NCCC(=O)Nc1ccc(OC(F)(F)F)cc1	13.0%	-30.8%	i	-0.8	0.5%	-18.4%	-9.8%	-2.0%	4.4%
Cc1ccc(NC(=O)CCS(=O)(=O)c2cccc3nsnc23)c(C)c1	x	13.8%	i	x	-0.7%	9.7%	4.3%[9.27 µM]	-27.6%	5.0%
Cc1ccc(S(=O)(=O)NCCC(=O)Nc2ccc(Cl)c(Cl)c2)cc1C	16.3%	-45.8%	i	-10.9	-0.3%	x	-18.7%	u	13.1%
CC(C)CC1NC(=O)N(CC(=O)Nc2ccc3c(c2)OCCO3)C1=O (stereo not given)	-4.8%	4.2%	u	9.7	0.2%	-0.1%	8.6%	-15.7%	-5.1%
O=C(NN1CCCCC1)c1ccc(COc2ccc(Cl)cc2)cc1	1.2%	-10.4%	i	22.3	-0.2%	-12.8%	-6.9%	6.6%	-1.2%
CN(C)CCOC(=O)C12CC3(C)CC(C)(CC(C)(C3)C1)C2	-12.6%	-25.3%	i	u	-0.7%	-8.8%	-5.1%	2.2%	0.4%
Cc1cccc(C(=O)NCC(=O)OCc2nc(N)nc(Nc3ccccc3C)n2)c1	-3.3%	-4.5%	i	-0.1	0.0%	0.6%	u	-16.4%	1.1%
O=C(/C=C/c1ccc(Cl)cc1Cl)Nc1cccc(S(=O)(=O)NC2=NCCCCC2)c1	u	-39.9%	i	-68.7*	6.6%	1.6%	u	u	-4.1%
COc1ccccc1C(C)Nc1ccc(S(=O)(=O)N2CCN(C)CC2)cc1[N+](=O)[O-] (stereo not given)	0.0%	-13.9%	i	-15.5	-0.8%	x	-13.9%	-31.2%	2.4%
CC1(c2ccccc2)NC(=O)N(CC(=O)Nc2ccc(N3CCOCC3)cc2)C1=O (stereo not given)	u	-20.8%	i	-3.7	1.3%	-5.3%	-7.1%	-1.7%	5.2%
CC(C)Sc1nc2c(c(=O)[nH]c(=O)n2C)n1Cc1ccccc1	19.2%	-3.1%	i	3.6	0.1%	-15.1%	-16.8%	17.5%	u
COC(=O)c1c(-c2ccc(Cl)cc2)noc1N1CCN(c2ccc(C(C)=O)cc2)CC1	x	-2.7%	i	x	3.7%	10.7%	x	1.9%	-4.4%
SMILES	MCF10A rerep	HepG2 tox	ATXN viability	IL1B secr inh	Nrf2 activator	ATXN2 expr inh	Nrf2 inh	TGFb inhibitor	A549 viability
CCOC(=O)N1CCN(C(=O)CNC(=O)c2nn(-c3ccc(OC)c(Cl)c3)c(=O)c3ccccc23)CC1	5.4%	-20.5%	i	-24.7	2.5%	31.5%	u	10.1%	0.7%
O=C(CSc1nccn1-c1ccc(Cl)cc1)NCc1ccc2c(c1)OCO2	-2.3%	-15.9%	i	-25.3	3.2%	-4.1%	-8.7%	-17.9%	-0.4%
Cc1c(NC(=O)COc2ccc(C(C)C)cc2)c(=O)n(-c2ccccc2)n1C	u	4.6%	i	8.0	-0.7%	12.4%	3.5%	9.6%	0.4%
COc1ccc(C(=O)Nc2nc3nc(C)c(Cc4ccccc4)c(=O)n3[nH]2)cc1OC	x	-0.1%	x	x	1.1%	x	25.6%	-0.9%	1.1%
C[C@H](CO)N1C[C@H](C)[C@@H](CN(C)C(=O)Nc2ccc(C(F)(F)F)cc2)Oc2ccc(NC(=O)NC3CCCCC3)cc2C1=O	u	4.0%	i	u	0.9%	-5.7%	12.5%	-7.6%	-2.0%
N#Cc1cn(OCc2ccccc2)c(=O)[nH]c1=O	0.1%	7.0%	i	1.9	-0.6%	-6.1%	-6.0%	13.4%	-11.8%
Cc1c(C(=O)N2CC3(CC(c4cccc(NC(=O)CC(c5ccccc5)c5ccccc5)c4)=NO3)C[C@@H]2C(N)=O)cc([N+](=O)[O-])cc1[N+](=O)[O-] (stereo not given in full)	0.5%	-8.1%	i	-14.7	-1.3%	10.6%	3.8%	u	-2.4%
Cc1ccc(-n2nc(CO)c(C(=O)NCCCCc3ccccc3)n2)cc1	x	2.3%	x	x	-0.5%	x	3.4%	-13.0%	4.3%
Cc1nnc(SC(C)C(=O)Nc2sc3c(c2C#N)CCCC3)[nH]c1=O (stereo not given)	u	-17.4%	i	34.1	0.6%	-16.5%	-9.3%	-29.7%	1.4%
CN(C)S(=O)(=O)c1cccc(NC(=O)c2ccc(-n3cncn3)c([N+](=O)[O-])c2)c1	6.3%	-10.9%	u	4.6	3.3%	-7.3%	u	-19.0%	-9.5%
Cc1cccc(CNC(=O)c2ccc3nc(-c4ccccc4)c(-c4ccccc4)nc3c2)c1	x	2.8%	x	x	0.3%	x	-9.4%	-2.0%	-9.1%
CSc1cccc(NC(N)=S)c1	-6.2%	-6.3%	i	-14.1	0.2%	-7.0%	-0.9%	-14.6%	0.8%
CCOC(=O)c1c2c(n(-c3ccc(OC)cc3)c1C)C(=O)C(=O)c1ccccc1-2	3.26µM*	3.16µM*	8.91µM*	-1.9	-3.1%	8.91µM*	u	u	u
C=CCn1c(NCc2ccccc2)nc2ccccc21	0.2%	-21.5%	i	-1.9	2.2%	12.7%	0.2%	-6.1%	9.6%
CCOC(=O)C1CCN(C(=O)Cn2cc(C(=O)C3CC3)c3ccccc32)CC1	-1.0%	9.6%	i	10.1	-0.7%	-11.9%	-2.3%	-2.9%	-1.4%
Cc1noc(C)c1CN1C(=O)NC2(CCCCCCC2)C1=O	-5.2%	6.5%	i	6.5	-0.6%	1.0%	0.0%	-4.7%	-4.5%
O=C(NCCN1C(=O)S/C(=C\c2ccccc2F)C1=O)C1CCN(S(=O)(=O)c2cccs2)CC1	u	15.5%	i	u	0.5%	56.1%[activator]	-21.6%	-5.5%	-6.6%
CN(C)C(CNC(=O)c1ccc(NS(=O)(=O)c2cccc([N+](=O)[O-])c2)cc1)c1ccco1 (stereo not given)	0.2%	3.1%	i	i	2.4%	2.5%	-18.8%	-4.1%	-10.8%
O=C(CN1CCN(Cc2cccc(F)c2)CC1)NCc1ccccc1	-3.2%	-35.8%	i	-6.4	0.2%	-5.1%	-4.6%	-12.2%	2.3%
O=c1[nH]nc(N=Nc2c(O)[nH]c3ccc(F)cc23)c(=O)[nH]1	3.6%	-1.6%	i	23.0	0.2%	3.1%	4.1%	-3.2%	2.8%
O=C(Cn1cc(C(=O)c2cccs2)c2ccccc21)NCC1CCCO1 (stereo not given)	1.0%	0.0%	u	16.5	2.2%	3.4%	4.2%	15.0%	-4.7%

4 successive compounds already listed, for reference:
SMILES	MCF10A rerep	HepG2 tox	ATXN viability	IL1B secr inh	Nrf2 activator	ATXN2 expr inh	Nrf2 inh	TGFb inhibitor	A549 viability
CN(C)C(CNC(=O)c1ccc(NS(=O)(=O)c2cccc([N+](=O)[O-])c2)cc1)c1ccco1 (stereo not given)	0.2%	3.1%	i	i	2.4%	2.5%	-18.8%	-4.1%	-10.8%
O=C(CN1CCN(Cc2cccc(F)c2)CC1)NCc1ccccc1	-3.2%	-35.8%	i	-6.4	0.2%	-5.1%	-4.6%	-12.2%	2.3%
O=c1[nH]nc(N=Nc2c(O)[nH]c3ccc(F)cc23)c(=O)[nH]1	3.6%	-1.6%	i	23.0	0.2%	3.1%	4.1%	-3.2%	2.8%
O=C(Cn1cc(C(=O)c2cccs2)c2ccccc21)NCC1CCCO1 (stereo not given)	1.0%	0.0%	u	16.5	2.2%	3.4%	4.2%	15.0%	-4.7%
